Source: PubChem (several laboratories)
PG9 binder – PG9 antibody binding by small molecule | TR-FRET gp120-PG9 antibody binding | inhibition, % at 6.7 µM | hit rate 0.43% among 360,000 | AID 624416; in the data active = inhibition above about 8.5%
ssDAF12 agonist – activates DAF-12 receptor from parasite S. stercoralis. hit rate 1% among 370,000. activation, % at 6.8 µM. AID 652126. HEK293 ssDAF-12/GRIP1 lit1-tk-luc reporter, luminescence; % of 3 µM dafachronic acid response;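 active = activation above the mean over all tested compounds plus 3 SD, cut at about 0.9% in these data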;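 also: 0% = DMSO-only wells and 100% = 3 µM delta7-dafachronic acid wells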
PLC-beta3 inh – blocks human PLC-beta3 enzyme activity | Q01970 | Purified PLC-beta3, fluorogenic substrate, fluorescence | inhibition, % at 12.2 µM | hit rate 0.18% among 370,000; in the data active = inhibition above about 11%;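 also: 0% = median of compound wells on plate and 100% = full blocker control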
hcDAF12 agonist – H. contortus DAF-12 activation, primary screen; AID 652067; activation, % at 6.8 µM; HEK293 hcDAF-12 lit1-tk-luc reporter, luminescence; 0% DMSO, 100% Δ7-dafachronic acid; hit rate 1.4% among 370,000;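 active = activation above the mean of all tested compounds plus 3 SD, cut at about 5.5% in these data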;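 also: 100% = response to 3 µM Δ7-dafachronic acid high control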
DAX1 inh-1 – NR0B1 (DAX1) inhibition; P51843; HEK293 Gal4-DAX1 luciferase reporter, luminescence; inhibition, % at 6.75 µM; hit rate 0.99% among 340,000; AID 504766;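 active = inhibition above the mean over all tested compounds plus 3 SD, cut at about 4.2% in these data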;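 also: 0% = DAX1-transfected cells with DMSO and 100% = empty-vector control cells with DMSO; inhibition shows as a rise in luminescence from relieved DAX1 repression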
GAA850 FXN act – frataxin GAA850 promoter activation. activation, % at 6 µM. AID 540364. HEK293 lucGAA850 FXN promoter luciferase reporter, 24 h; percent of 10 µM SAHA response. hit rate 0.56% among 360,000;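 active = activation above the average of all compounds screened plus 3 SD, cutoff fixed separately per campaign, cut at about 7.5% in these data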;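 also: 0% = DMSO wells and 100% = 10 µM SAHA wells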
DAX1 inh-2 – blocks DAX1 repression of SF-1 activated StAR promoter. HEK293T StAR-luciferase reporter, SF-1/DAX-1 repression relief. inhibition, % at 6.8 µM. hit rate 1.1% among 370,000. AID 652010;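 active = inhibition above the mean over all tested compounds plus 3 SD, cut at about 3.6% in these data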;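 also: 0% = DAX-1 cells with DMSO and 100% = cells lacking DAX-1 with DMSO; higher inhibition means more luminescence from relief of DAX-1 repression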
Rev-erbA mod – modulates human Rev-erb alpha binding to DNA; P20393; Rev-erbα–FITC-DNA binding, fluorescence polarization, 90 min; activity, % at 10 µM; hit rate 0.79% among 370,000;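 active = activity above about 14%, limit read from the data; passing the limit was not always enough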;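 also: 0% = DMSO wells with 35 nM protein and 100% = DMSO wells with 750 nM protein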
HGIII-sPLA2 inh – Blocks human group III sPLA2 activity; Q9NZ20; AID 743126; QFRET BODIPY PC-A2 liposome hydrolysis, fluorescence; inhibition, % at 12.2 µM; hit rate 0.56% among 370,000;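 active = inhibition above mean plus 3 SD of compounds lying within the high and low control bounds, cut at about 19% in these data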;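 also: 0% = median of test compound wells and 100% = no enzyme DMSO wells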
SMARCA2 activ – activators of SMARCA2 function; MG213 cells, MMTV-luciferase reporter, dexamethasone, overnight; activation, % at 9.1 µM; hit rate 1% among 370,000; AID 652017; in the data active = activation above about 7.8%;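 also: 0% = vehicle wells and 100% = reference activator wells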
hgDAF12 agonist – agonists of H. glycines DAF-12 nuclear receptor. HEK293 GAL4-hgDAF12 UAS-luciferase reporter, agonist luminescence; normalized to butyrate control. activation, % at 6.8 µM. hit rate 1.8% among 370,000. AID 687014;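 active = activation above a cutoff set at the mean of all screened compounds plus 3 SD, cut at about 10% in these data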;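 also: 0% = DMSO wells and 100% = sodium butyrate wells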
Numbers without * were called inactive; · = no result given.

SMILES	PG9 binder	ssDAF12 agonist	PLC-beta3 inh	hcDAF12 agonist	DAX1 inh-1	GAA850 FXN act	DAX1 inh-2	Rev-erbA mod	HGIII-sPLA2 inh	SMARCA2 activ	hgDAF12 agonist
COc1ccc([C@@H]2[C@@H]3C(=O)N(C(C)(C)C)C(=O)[C@@H]3[C@]3(CC(C)C)C(=O)N(c4ccc(C(F)(F)F)cc4)C(=O)N23)cc1	1.2	-0.3	2	0.3	0.6	2.0	-0.1	4	2	3	2.0
O=C(NCCCNC(=O)c1ccc(F)cc1)c1ccc(F)cc1	-0.2	-1.1	-3	0.3	-0.1	1.2	-0.5	2	1	-2	0.2
CCOc1ccc(-c2cc(C(=O)NCCCn3ccnc3)c3cc(Br)ccc3n2)cc1	-4.7	-0.8	-387	-3.0	1.2	3.5	-2.3	-4	-27	4	0.5
O=C(/C=C/Nc1ccccc1OC(F)(F)F)C(F)(F)F	-0.5	-1.6	0	0.4	0.0	-1.6	-0.4	-5	-2	1	-1.1
Cc1ccsc1/C=N/NC(=O)Cn1nc(C)c([N+](=O)[O-])c1C	-3.1	-0.5	0	1.0	1.6	1.0	0.3	-2	-3	-2	1.1
CC(=O)c1cccc(OC(=O)c2cc(S(=O)(=O)N3CCOCC3)ccc2N2CCCC2)c1	-1.2	-0.8	-5	0.2	0.0	1.0	0.1	0	-2	0	-0.6
c1ccc(CN2CCN(c3nc(N4CCOCC4)c4ccccc4n3)CC2)cc1	-0.6	-1.1	-34	-1.8	-0.9	-0.2	-0.6	-1	-6	-1	-0.9
Cc1ccc2cc(CN(CCc3ccccc3)C(=S)NCCCN(C)C)c(=O)[nH]c2c1	-1.4	-0.4	-4	-2.1	1.1	-2.2	0.4	-6	-7	1	-0.6
CCOC(=O)C[C@H]1c2cc(F)ccc2S(=O)(=O)N1C(C)C	-2.3	-0.8	0	-0.3	-0.5	-0.2	0.8	-2	3	0	1.0
CC1CCN(C(=S)NCCc2ccccc2)CC1	1.8	0.1	6	3.2	1.1	5.4	2.2	0	5	8.7*	14*
CCCCCCN1C[C@H](O)[C@@H](n2cc(C3CC3)nn2)C[C@@H]1c1ccc(C)cc1	0.0	-1.2	4	-1.1	0.9	-0.4	-0.8	3	-4	1	1.2
CC1(C(=O)NS(=O)(=O)c2cccc(C#N)c2)CCN1C(=O)C1(c2ccc(Cl)cc2)CC1 (centres undefined)	-0.6	-1.2	-4	-0.5	·	-0.4	0.1	-2	-7	-1	-1.8
CCOc1ccc(S(=O)(=O)N(C)C)cc1-c1nc2c(C(C)(C)C)nn(C)c2c(=O)[nH]1	1.5	-1.4	-1	-0.8	0.9	0.4	0.1	2	9	-1	-0.1
Cc1ccc(C(=O)N2CCN(S(=O)(=O)c3ccc(C(C)C)cc3)CC2)s1	-0.8	-1.5	-2	-1.5	0.5	3.0	-2.9	2	-16	-3	-4.7
CCN1C(=O)c2ccccc2S(=O)c2ccc(C(=O)N3CCCC3)cc21 (centres undefined)	0.2	-0.8	-3	-0.9	0.9	2.3	0.3	2	9	-3	-3.0
CNc1cc(-c2cccc(N(C)C)c2)ncn1	-4.0	1.3*	-221	5.3	·	5.5	7.2*	-1	17	1	18*
CC(C)Sc1nc2c(c(=O)n1C)SC(C)C2 (centres undefined)	-0.3	-0.8	0	0.4	0.3	-1.1	0.0	-10	15	0	3.9
Cc1nc(N2CCN(Cc3ccc4c(c3)OCO4)CC2)nc2c1C(=O)CC(c1ccco1)C2 (centres undefined)	-2.8	-1.6	-7	-1.3	0.8	1.0	-0.7	4	-8	1	0.3
O=C(Oc1cccnc1)c1ccc([N+](=O)[O-])cc1Cl	-3.0	-1.4	3	-0.7	0.9	2.9	0.1	0	0	0	-1.7
COc1cc(/C=C2\SC(=O)NC2=O)ccc1Oc1ccc([N+](=O)[O-])cn1	-0.3	-1.4	-65	-1.0	0.1	-1.7	-0.5	0	-12	2	-1.5
Cc1sc2nc(CN3CCCC3)nc(Cl)c2c1C	-2.6	-0.8	-6	1.1	-0.6	0.1	0.0	1	-2	7	-1.7
Cc1ccccc1CNC(=O)c1[nH]c(C(F)(F)F)nc1-c1ccccc1	0.8	-1.8	2	-1.5	·	·	-0.5	-2	-11	-3	-2.0
COc1ccc(CN2CCCCCC2)cc1OC	0.7	-1.4	3	-1.1	·	0.2	-0.6	0	-3	-3	2.4
CCOC(=O)C(Cc1ccc(O)cc1)NC(=O)CNC(=O)C1CCCN1C(=O)OC(C)(C)C (centres undefined)	-0.3	-0.6	-6	0.8	·	4.1	-0.2	1	6	-2	-0.6
O=C(O)c1ccccc1C(=O)Nc1ccc(Nc2ccccc2)cc1	0.1	-1.7	2	0.0	-1.2	1.7	-0.2	0	8	-2	2.0
COc1cc(NS(=O)(=O)c2ccc(NC(=O)C34CC5CC(CC(C5)C3)C4)cc2)ncn1	0.3	-0.9	5	-2.3	0.8	2.5	1.3	-2	-2	-5	0.7
COc1cccc(Oc2coc3cc(OC(=O)N4CCOCC4)ccc3c2=O)c1	-0.8	-1.4	0	-3.2	-1.7	1.4	-0.4	3	-6	2	-1.5
Cc1cccc(N(C)S(=O)(=O)c2ccc3[nH]c(=O)c(=O)[nH]c3c2)c1	-1.9	-0.9	4	-1.6	1.7	1.8	-0.7	-2	-6	3	0.9
CCCN1CNC(=S)N(c2cc(C)ccc2C)C1	-2.7	-1.3	-1	0.2	0.0	-0.3	-0.5	-3	8	2	0.6
O=C(CSc1nc(-c2ccccc2)c(-c2ccccc2)o1)NCCCO	-0.6	-0.6	-16	1.4	0.4	0.3	-0.5	-3	0	-3	-1.1

Fetched one by one from above (4):
SMILES	PG9 binder	ssDAF12 agonist	PLC-beta3 inh	hcDAF12 agonist	DAX1 inh-1	GAA850 FXN act	DAX1 inh-2	Rev-erbA mod	HGIII-sPLA2 inh	SMARCA2 activ	hgDAF12 agonist
CCOC(=O)C[C@H]1c2cc(F)ccc2S(=O)(=O)N1C(C)C	-2.3	-0.8	0	-0.3	-0.5	-0.2	0.8	-2	3	0	1.0
CCCN1CNC(=S)N(c2cc(C)ccc2C)C1	-2.7	-1.3	-1	0.2	0.0	-0.3	-0.5	-3	8	2	0.6
COc1cc(NS(=O)(=O)c2ccc(NC(=O)C34CC5CC(CC(C5)C3)C4)cc2)ncn1	0.3	-0.9	5	-2.3	0.8	2.5	1.3	-2	-2	-5	0.7
Cc1cccc(N(C)S(=O)(=O)c2ccc3[nH]c(=O)c(=O)[nH]c3c2)c1	-1.9	-0.9	4	-1.6	1.7	1.8	-0.7	-2	-6	3	0.9

Later entries:
SMILES	PG9 binder	ssDAF12 agonist	PLC-beta3 inh	hcDAF12 agonist	DAX1 inh-1	GAA850 FXN act	DAX1 inh-2	Rev-erbA mod	HGIII-sPLA2 inh	SMARCA2 activ	hgDAF12 agonist
CN(CCO)c1ccc2c(c1)Oc1ccccc1CN(Cc1cn(Cc3ccccc3C(F)(F)F)nn1)S2(=O)=O	·	-0.7	1	-2.0	·	·	2.1	-8	1	-5	0.6
COC(=O)c1cccc(Cn2nc(C)c([N+](=O)[O-])c2C)c1	0.7	-1.5	-3	-2.6	1.2	-0.1	0.8	6	8	-4	-3.8
CC(C)C(=O)NC(=S)Nc1ccc(S(=O)(=O)NC2CCCCC2)cc1	-0.2	-1.4	-3	-2.3	-0.8	-1.6	-2.5	2	-10	-3	-3.6
CCc1nnc(NS(=O)(=O)c2ccc(NCc3cc(Cl)cc(Cl)c3O)cc2)s1	-2.0	-0.3	-13	1.4	2.3	-0.2	-0.5	-2	-44	2	-1.9
Cc1cc2occ(CC(=O)N(CC(C)C)c3c(N)n(Cc4ccccc4)c(=O)[nH]c3=O)c2cc1C	-1.6	-0.5	-1	0.0	0.7	-7.2	0.5	4	6	1	-1.3
CCOc1cccc(NC(=O)c2cccc(F)c2)c1	-0.4	-0.9	2	-0.4	2.2	1.0	-0.3	0	-5	0	4.5
COC(=O)c1sc(NC(=O)c2ccc([N+](=O)[O-])o2)c(C#N)c1C	-2.2	-1.6	-10	-1.2	4.7*	-1.0	-1.8	4	-2	-3	-1.9
Oc1c(Cl)cc(Cl)cc1CNc1ccc(Br)cn1	0.0	-0.7	1	0.1	-0.6	3.0	0.4	6	-4	3	1.5
CCOC(=O)c1sc(N(Cc2ccccc2)C(=O)COC(=O)c2ccccc2O)nc1C	0.8	-1.3	0	-2.3	1.0	3.5	0.0	7	-5	0	3.0
C[C@]12C=CC(=O)C=C1CC[C@@H]1C2=CC[C@]2(C)[C@@H](C(=O)CN3CCN(c4cc(N5CCCC5)nc(N5CCCC5)n4)CC3)CC[C@@H]12	-1.1	-0.9	-31	-0.9	-0.4	-0.6	0.1	-1	-9	-2	-0.6
COc1ccc(CC2C(=O)NC(C)C(=O)N(C)C3Cc4ccc(cc4)Oc4cc(ccc4O)CC(C(=O)NC(C)C(=O)NC(C)C(=O)N2C)N(C)C3=O)cc1 (centres undefined)	0.1	-2.5	0	-6.8	-6.7	-16	-16	4	-6	-10	-16
CCOc1ccc2nc(N/C(N)=N/C(=S)Nc3ccc(C)c(C)c3)nc(C)c2c1	-3.8	-0.5	-32	-1.3	-0.7	3.1	-0.3	17	-8	0	1.8
C/C(=N\N1CCN(C2c3ccccc3-c3ccccc32)CC1)c1ccco1	-0.1	-1.1	-1	-1.6	0.1	0.7	0.1	3	1	-2	-1.2
CCOC(=O)c1sc(=S)n(-c2cccc(C(F)(F)F)c2)c1SC	-1.1	-1.2	1	-0.3	0.7	-0.2	-0.6	5	3	6	0.4
CCOC(=O)N1CCN(C(=O)c2c[nH]c3ccc(S(=O)(=O)N(C)c4cccc(C)c4)cc3c2=O)CC1	2.0	-0.6	-10	-1.8	0.4	1.4	-0.8	-3	-14	1	0.5
CC(C)CCSc1nc2c(c(=O)[nH]c(=O)n2C)n1CCc1ccccc1	-3.1	-1.1	1	0.5	0.4	2.5	-0.1	1	3	1	1.6
CC(C)OCCCNC(=O)CN1C(=O)COc2ccc(S(=O)(=O)N3CCCCCC3)cc21	1.1	-0.7	-1	1.7	1.5	0.0	-0.3	-7	4	-2	1.4
CCOc1ccccc1N1CCN(CC(=O)Nc2ccccc2C(=O)NC2CC2)CC1	1.9	-0.9	-2	-0.7	0.9	0.8	-2.6	-8	0	1	0.7
C=CCOc1ccccc1CN1CCC(n2nccc2NC(=O)C2CC2)CC1	-0.7	-0.8	-6	0.4	-0.9	2.0	-1.4	-2	0	0	-1.1
CCCCN1CC(COCc2ccccc2)Oc2cccc(N3CCCCC3)c2S1(=O)=O (centres undefined)	-1.8	-0.9	4	1.1	·	·	1.2	-3	6	-3	0.1
Cc1ccccc1C(=O)NCCCNC(=O)c1ccccn1	0.0	-1.1	-6	-0.4	2.0	0.1	0.0	1	6	-3	-1.0
Fc1cnc(N2CCc3ccccc32)nc1N1CCc2ccccc21	0.1	-0.5	-1	2.2	1.7	3.0	0.4	57*	6	1	1.1
CCOc1ccc(C(=O)Nc2ccc(S(=O)(=O)N3C[C@@H]4C[C@@H](C3)c3cccc(=O)n3C4)cc2)cc1	-0.7	-1.5	1	-2.2	-0.1	-2.0	-1.2	1	-11	1	-3.6
